EBNA-1 inhibitor: blocks EBNA-1 binding to DNA; EBNA-1 DNA binding, fluorescence polarization; inhibition, % at 14.8 µM; 0.34% of 300,000 active; AID 1950; in the data active = inhibition above about 28%
PP1 counter: blocks human PP1-alpha phosphatase, a PP5 counter-screen; AID 2235; P62136; purified PP1alpha, OMFP fluorescence; 0.9% of 320,000 active; inhibition, % at 6.7 µM;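 active = inhibition above the mean inhibition of all tested compounds plus 3 SD, computed separately for each screening campaign, cut at about 15% in these data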
Target sequence (P62136 whole entry, looked up): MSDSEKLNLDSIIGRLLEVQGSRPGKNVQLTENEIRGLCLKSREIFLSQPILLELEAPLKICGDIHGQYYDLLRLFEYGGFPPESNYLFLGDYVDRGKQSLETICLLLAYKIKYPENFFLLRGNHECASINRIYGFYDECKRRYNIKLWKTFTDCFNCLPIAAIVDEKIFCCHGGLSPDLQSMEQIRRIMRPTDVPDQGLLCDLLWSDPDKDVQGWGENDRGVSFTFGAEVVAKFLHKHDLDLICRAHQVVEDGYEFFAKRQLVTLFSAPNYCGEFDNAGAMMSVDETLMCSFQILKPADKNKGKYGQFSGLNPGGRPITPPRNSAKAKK
ZTA DNA inh: ZTA (EBV) inhibition in EBNA-1 counter-screen | P03206 | ZTA-DNA binding, fluorescence polarization | inhibition, % at 11 µM | 0.15% of 320,000 active; in the data active = inhibition above about 33%
Target sequence (P03206 whole entry, looked up): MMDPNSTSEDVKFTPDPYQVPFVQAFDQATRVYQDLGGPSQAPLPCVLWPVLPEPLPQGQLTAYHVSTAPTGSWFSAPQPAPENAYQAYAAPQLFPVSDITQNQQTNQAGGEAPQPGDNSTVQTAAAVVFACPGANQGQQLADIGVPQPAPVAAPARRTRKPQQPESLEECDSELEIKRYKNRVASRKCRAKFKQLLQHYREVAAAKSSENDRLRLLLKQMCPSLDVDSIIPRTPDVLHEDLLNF
Fh CTSL1 inh: cathepsin L1 inhibition, PFM18AAP counter-screen; recombinant F. hepatica cathepsin L1, Z-Leu-Arg-MCA fluorescence; inhibition, % at 5.96 µM; 0.49% of 300,000 active; AID 1906;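 active = inhibition above the mean of all tested compounds plus 3 SD, set per screening campaign, cut at about 17% in these data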;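 note: 0% = plate median of test compound wells and 100% = 1 µM Z-Phe-Ala-diazomethylketone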
PREPL inhibitor: inhibitors of human prolyl oligopeptidase-like enzyme PREPL; AID 2751; recombinant PREPL, fluorescence polarization activity-based probe; inhibition, % at 5.96 µM; 0.68% of 320,000 active; in the data active = inhibition above about 43%;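 note: 0% = enzyme with DMSO and 100% = wells lacking enzyme; many of its hits are not listed in these tables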
TPT1 inhibitor: C. albicans TPT1 enzyme inhibition; 0.81% of 300,000 active; recombinant caTPT1, FP RNA substrate dephosphorylation; inhibition, % at 5 µM; AID 1962;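 active = inhibition above the mean of all tested compounds plus 3 SD, set per screening campaign, cut at about 24% in these data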;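 note: plate controls were DMSO alone for no effect and ferristatin control at 100 nM for full effect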
Efflux pump mplx: blocks antifungal efflux pumps in multiplex yeast assay; inhibition, % at 10 µM; 0.44% of 330,000 active; S. cerevisiae Candida pump triplex, Nile Red efflux;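 active = plate passing quality check with inhibition over a set limit, or well fluorescence over plate mean plus 4 SD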;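 note: Nile Red retained in pooled yeast measured as flow cytometry median fluorescence; 0% = buffer negative control and 100% = Enniatin B positive control; higher means more Nile Red kept so more efflux inhibition; some compounds called inactive have numbers as strong as hits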
PP5 primary: blocks human protein phosphatase 5 activity | P53041 | purified PP5c, OMFP substrate fluorescence | inhibition, % at 6.7 µM | 0.18% of 320,000 active | AID 1987;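 active = inhibition above the campaign's mean inhibition across all tested compounds plus 3 SD, cut at about 9.5% in these data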;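 note: 0% = DMSO only and 100% = 100 µM cantharidin control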
Target sequence (P53041 whole entry, looked up): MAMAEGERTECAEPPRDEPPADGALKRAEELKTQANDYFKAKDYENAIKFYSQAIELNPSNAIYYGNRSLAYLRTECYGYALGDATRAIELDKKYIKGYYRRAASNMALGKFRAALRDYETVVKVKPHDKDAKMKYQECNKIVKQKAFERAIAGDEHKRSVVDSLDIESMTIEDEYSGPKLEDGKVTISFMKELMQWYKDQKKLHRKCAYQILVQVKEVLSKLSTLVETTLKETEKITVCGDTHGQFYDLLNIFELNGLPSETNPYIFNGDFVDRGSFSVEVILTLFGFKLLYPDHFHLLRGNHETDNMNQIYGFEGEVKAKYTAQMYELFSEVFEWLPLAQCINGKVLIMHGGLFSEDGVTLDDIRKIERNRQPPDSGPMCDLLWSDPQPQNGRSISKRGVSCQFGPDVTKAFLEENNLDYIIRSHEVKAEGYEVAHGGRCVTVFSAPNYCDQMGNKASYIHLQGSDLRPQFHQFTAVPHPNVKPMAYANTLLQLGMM
HCV core dimer: HCV core protein dimerization inhibition; AID 1899; inhibition, % at 5 µM; 0.33% of 300,000 active; TR-FRET GST/Flag-core106 dimerization, 1536-well;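 active = inhibition above the mean of all tested compounds plus 3 SD, set per screening campaign, cut at about 45% in these data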
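Material: GST/Flag-tagged HCV core106 proteins. Incubation: 4 h, 22.5 °C incubation. Read-out basis: inhibition (%) from 671 over 617 nm ratio. Measured by: TR-FRET, excitation 340 nm, emission 617 and 671 nm.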
* = called active by the depositor; / = not tested or not shown. The list is partial; the hit share may differ from the screen's.

SMILES | EBNA-1 inhibitor | PP1 counter | ZTA DNA inh | Fh CTSL1 inh | PREPL inhibitor | TPT1 inhibitor | Efflux pump mplx | PP5 primary | HCV core dimer
COc1cccc(-c2nn(-c3ccccc3)cc2C(=O)n2nnc3ccccc32)c1 | 4 | -1 | 17 | -3 | 3 | -3 | 0.0 | -0.2 | 2
CC(Oc1ccc(Br)cc1)C(=O)Nc1cc(Cl)ccc1N1CCN(C)CC1 (stereo not drawn) | 0 | 2 | -17 | 4 | 10 | 1 | 0.0 | 0.9 | -4
COc1ccc(Cl)cc1C(=O)NCCN1CCOCC1 | 8 | -2 | 17 | 0 | -1 | 1 | -0.2 | -4.2 | 8
CCc1cccc2c(C(=O)COC(=O)/C=C/c3ccc(O)c(OC)c3)c[nH]c12 | 3 | 3 | -13 | -1 | 11 | -3 | -0.3 | 6.2 | 16
O=C(COc1ncnc2c(Cl)cc(Cl)cc12)N1CCN(S(=O)(=O)c2ccccc2)CC1 | 9 | -2 | 3 | 11 | -5 | -6 | 0.0 | 1.2 | -1
C/C(=N/NC(=O)CNC(=O)c1ccccn1)c1ccccc1 | -3 | -4 | 0 | -4 | -5 | 1 | 0.0 | 2.0 | 4
CCCNC(=O)c1ccc(C2SCC(=O)N2CCc2ccccc2)cc1 (stereo not drawn) | 6 | -1 | 1 | 3 | 11 | -3 | -0.2 | 0.4 | 6
COc1ccc(C(=O)n2cc(C(=O)c3cc(C)ccc3O)cn2)cc1 | -1 | 5 | 17 | 0 | 2 | 0 | -0.2 | -0.9 | -1
O=C(N/N=C/c1ccc[nH]1)c1ccccc1[N+](=O)[O-] | 0 | 0 | 11 | -1 | -2 | 3 | -0.3 | -0.8 | -1
COC(=O)C1(C#N)C(c2ccccc2)C1(C(=O)OC)C(=O)OC (stereo not drawn) | 14 | -2 | 1 | -1 | 4 | -1 | -0.2 | 1.3 | 2

Of the compounds above, three contain a Cl atom:
SMILES | EBNA-1 inhibitor | PP1 counter | ZTA DNA inh | Fh CTSL1 inh | PREPL inhibitor | TPT1 inhibitor | Efflux pump mplx | PP5 primary | HCV core dimer
CC(Oc1ccc(Br)cc1)C(=O)Nc1cc(Cl)ccc1N1CCN(C)CC1 (stereo not drawn) | 0 | 2 | -17 | 4 | 10 | 1 | 0.0 | 0.9 | -4
COc1ccc(Cl)cc1C(=O)NCCN1CCOCC1 | 8 | -2 | 17 | 0 | -1 | 1 | -0.2 | -4.2 | 8
O=C(COc1ncnc2c(Cl)cc(Cl)cc12)N1CCN(S(=O)(=O)c2ccccc2)CC1 | 9 | -2 | 3 | 11 | -5 | -6 | 0.0 | 1.2 | -1

(further entries)
SMILES | EBNA-1 inhibitor | PP1 counter | ZTA DNA inh | Fh CTSL1 inh | PREPL inhibitor | TPT1 inhibitor | Efflux pump mplx | PP5 primary | HCV core dimer
CCC(C(=O)Nc1ccc2c(c1)OCCO2)c1ccccc1 (stereo not drawn) | 1 | -3 | 15 | -4 | -3 | -2 | 0.1 | 0.8 | 0
Cc1ccnc(SCC(=O)c2ccc(Br)cc2)c1C#N | 22 | 3 | 3 | 5 | 17 | -1 | -0.5 | 0.4 | 2
CC(=O)c1cccc(NC(=O)NNC(=O)c2ccc(-c3ccccc3)cc2)c1 | -2 | 9 | 17 | -1 | -3 | -4 | -0.1 | 1.3 | 20
O=C1Nc2ccccc2C1(O)c1ccccc1 (stereo not drawn) | -17 | -5 | 2 | 1 | 3 | 5 | 0.0 | -1.3 | -9
O=C(NCCc1c[nH]c2ccccc12)c1cnc2sccn2c1=O | -11 | 2 | -5 | -5 | 11 | -3 | -0.2 | 0.9 | 3
O=C(O)C(Cc1ccccc1)n1cccc1 (stereo not drawn) | 7 | -4 | 1 | -2 | 0 | -2 | 0.0 | -0.5 | -4
Cn1c(=O)cc(OCCCC(=O)NCc2ccc(F)cc2Cl)c2ccccc21 | 11 | -4 | -1 | -3 | -9 | -1 | 0.0 | -0.1 | -6
c1ccc2c(c1)Nc1nccnc1S2 | 1 | -3 | 7 | -1 | 5 | 2 | -0.1 | -0.4 | -12
O=C(OCC(=O)N1CCc2ccccc2C1)c1cc(=O)[nH]c2ccccc12 | -3 | -1 | 4 | -8 | -35 | -1 | 0.0 | 0.8 | -4
CCC(C)N1CNc2c(c(=O)[nH]c(=S)n2-c2cccc(C)c2)C1 (stereo not drawn) | -3 | -8 | -2 | -1 | 3 | 5 | 0.1 | 0.9 | 1
NC(=O)C1CCN(S(=O)(=O)c2cccc(S(=O)(=O)N3CCCCC3)c2)CC1 | 3 | -1 | 3 | 3 | 1 | 0 | 0.0 | 1.5 | -8
O=S(=O)(Nc1ccc(S(=O)(=O)N2CCOCC2)cc1)c1ccc(Br)cc1 | -6 | 3 | 2 | 1 | 1 | 1 | -0.3 | 2.7 | 10
O=C(CSc1nnc(-c2ccccc2)n1Cc1ccco1)NCc1ccc2c(c1)OCO2 | 0 | 0 | 20 | 3 | 7 | 5 | -0.4 | 0.9 | 9
O=c1cc(O)n(-c2ccc(Cl)cc2)c(=S)[nH]1 | 13 | 0 | 2 | 2 | 6 | 12 | -0.1 | -0.8 | 5
CCC(=O)N(CCN1CCOCC1)Cc1cc2cc3c(cc2nc1Cl)OCO3 | 3 | -3 | 11 | -3 | -12 | -1 | 0.0 | 2.4 | 2
CC(C)COC(=O)C1C(=O)CC(C)(O)C(C(=O)OCC(C)C)C1c1cccnc1 (stereo not drawn) | -2 | 0 | -2 | -2 | 14 | -3 | 0.0 | 7.7 | -6
CCCn1c(SCC(=O)Nc2ccccc2Cl)n[nH]c1=O | -2 | -4 | -2 | -4 | 0 | -1 | 0.0 | 2.1 | 0
CC(Oc1ccccc1)C(=O)NC1CCCCCCC1 (stereo not drawn) | 2 | 1 | 8 | 0 | -5 | -2 | 0.0 | 0.7 | 10
O=C(NCCN1CCOCC1)c1cc(-c2cccc(O)c2)on1 | 3 | -1 | 5 | 6 | 6 | -1 | 0.1 | -1.3 | -3
CC1CCCc2sc3nc(N4CCN(CCO)CC4)n4ncnc4c3c21 (stereo not drawn) | 6 | 2 | -5 | -1 | 21 | 0 | 0.0 | 1.1 | -3
CC1CCCN(C(=O)c2ccc3c(c2NCCO)C(=O)c2ccccc2C3=O)C1 (stereo not drawn) | 3 | 3 | 3 | 4 | 39 | -11 | -0.1 | 0.8 | -43
CCOC(=O)N1CCN(c2c(NCCCN3CCCCCC3)c(=O)c2=O)CC1 | 11 | -1 | 2 | 0 | 14 | -2 | 0.1 | -0.7 | -4
CCC(C)(C(=O)NC1CCCC1)N(C(=O)c1ccccn1)c1ccccc1 (stereo not drawn) | 10 | -6 | -16 | 0 | 5 | -3 | -0.1 | -0.4 | -7
CC(=O)c1ccc(NC(=O)N2CCN(c3cccc(Cl)c3)CC2)cc1 | -7 | 2 | -14 | 3 | 4 | -4 | -0.2 | 2.9 | -1
Cc1cccc2nc(C(=O)Nc3cc(Cl)ccc3-n3cncn3)cn12 | / | -3 | -15 | / | 13 | / | -0.1 | 1.4 | /
CSc1ccc(CCNC(=O)CCc2nnc3ccc(N4CCC5(CC4)OCCO5)nn23)cc1 | -8 | -1 | 9 | -2 | 24 | 6 | 0.1 | -0.2 | -1
Cc1ccc(S(=O)(=O)C(CCC(=O)N2CCOCC2)S(=O)(=O)c2ccc(C)cc2)cc1 | 9 | -3 | 7 | 2 | -3 | 1 | 0.1 | -0.2 | -4
Cn1nnnc1SCC(=O)NCc1cccs1 | -7 | 3 | 4 | 0 | 4 | 2 | 0.0 | 1.9 | -3
CCOc1ccccc1-n1c(SCC(=O)Nc2ccc(CC)cc2)nc2n[nH]c(C)c2c1=N | 11 | -2 | 4 | 2 | 23 | -4 | 0.7 | -0.1 | 38
CCOc1ccc(Nc2cc3n(c(=O)n2)CCc2cc(OC)c(OC)cc2-3)cc1 | -1 | 6 | -7 | 6 | 27 | 0 | 0.1 | -0.2 | 11
O=C1CCc2cc(NS(=O)(=O)c3ccc(Br)cc3)cc3c2N1CC3 | 3 | 0 | -1 | -1 | -8 | -3 | 0.0 | 1.3 | 2
CN(C)CCNC(=O)c1onc(CSc2ccc(F)c(F)c2)c1C(=O)NCCN(C)C | -7 | 0 | 6 | 4 | -15 | 1 | 0.2 | 4.1 | -10
N=c1oc2ccc3ccccc3c2cc1-c1nc(-c2ccccc2)cs1 | 10 | 0 | 6 | -4 | -6 | 8 | 0.3 | 0.1 | 9
CC(CO)(CO)NC(=O)c1ccc(=O)[nH]n1 | -5 | -1 | -11 | -4 | 7 | 0 | 0.0 | -1.6 | -3
COc1ccccc1OCCSc1nc2ccc([N+](=O)[O-])cc2s1 | 12 | -4 | -3 | 1 | 9 | 1 | -0.2 | 1.3 | 9
C/C=C/C(=O)OCC(=O)Nc1cc(-c2cc(C)c(C)cc2C)nn1-c1ccccc1 | -5 | 3 | -11 | -6 | 9 | 8 | 0.3 | 2.8 | 7
CNC(=O)COc1coc(CN2CCN(c3ccc(OC)cc3)CC2)cc1=O | 0 | 7 | -2 | -1 | -3 | -1 | 0.1 | 2.5 | 0
CCN1CCC(=NNC(=O)c2ccc(C)c([N+](=O)[O-])c2)CC1 | 8 | 0 | 4 | -2 | 9 | -4 | -0.1 | 0.4 | -2
Cc1ccc2cccc(S(=O)(=O)n3nc(C)cc3C)c2n1 | 5 | -2 | 8 | 0 | 5 | -1 | -0.1 | -1.2 | 5
COCCNC(=O)c1c(N)n(CCC2=CCCCC2)c2nc3ccccc3nc12 | -6 | 4 | -11 | 0 | 17 | -6 | -0.2 | 7.2 | 2
Cn1c2c(c(=O)n(C)c1=O)C(CC(=O)Nc1ccc(F)cc1)C(=O)N2 (stereo not drawn) | 6 | 2 | -2 | 4 | 9 | -4 | -0.1 | 0.0 | -3
C/C(=N/NC(=O)c1cc(Cl)ccc1O)C12CC3CC(CC(C3)C1)C2 | 11 | -4 | 6 | 1 | 12 | 0 | 0.0 | 1.9 | 6
O=C1CC2(CCCC2)Oc2ccc(F)cc21 | -2 | -1 | 9 | -2 | -3 | -1 | 0.2 | 4.9 | 1
O=C(NCc1ccco1)/C(=C\c1cccnc1)NC(=O)c1ccccc1F | 6 | 1 | -6 | 2 | 21 | 4 | -0.3 | -1.0 | -1
O=C(CN1C2=NCCN2c2ccccc21)c1ccc(Br)s1 | 3 | -1 | -1 | 1 | 12 | 3 | -0.1 | -1.6 | 6
CC(=O)Nc1cccc(NS(=O)(=O)c2cc3c4c(c2)CCN4C(=O)CC3)c1 | -2 | -3 | 1 | 3 | 6 | -1 | 0.1 | -0.3 | 2
Cc1ccc(COC(=O)CCN=C2NS(=O)(=O)c3ccccc32)cc1 | -1 | 1 | -3 | 1 | -6 | 3 | 0.0 | 1.1 | -1
N/C(=N\OC(=O)COc1ccc(Cl)cc1)c1ccc(Cl)cc1 | 11 | -2 | -5 | -11 | 2 | 3 | -0.1 | 1.4 | 4
CCOC(=O)c1ccc(NC(=O)Cn2ncc(Cl)c(Cl)c2=O)cc1 | 14 | -1 | 7 | -1 | -5 | 1 | 0.1 | -1.9 | -95
CCN(CC)S(=O)(=O)c1cc(C(=O)n2cccn2)c(Cl)cc1Cl | -12 | 1 | -8 | 12 | 13 | -3 | -0.2 | -1.4 | 4
Next records follow.
SMILES | EBNA-1 inhibitor | PP1 counter | ZTA DNA inh | Fh CTSL1 inh | PREPL inhibitor | TPT1 inhibitor | Efflux pump mplx | PP5 primary | HCV core dimer
O=C(Nc1ccc(NC(=O)c2ccc(Cl)cc2Cl)cc1)c1ccc2c(c1)OCO2 | -19 | -1 | 2 | 0 | 2 | -2 | 0.4 | 3.6 | 2
CCCn1cnnc1CNC(=O)C1CCC(=O)N(CCCc2ccccc2)C1 (stereo not drawn) | -4 | -2 | -2 | -2 | 2 | 1 | 0.0 | -2.4 | -2
Cc1ccc(S(=O)(=O)NCCC(=O)N2CCC(C)CC2)cc1 | / | -6 | 9 | / | 3 | / | 0.1 | -2.1 | /
C/C(=N/NC(=O)c1ccc(C(C)(C)C)cc1)c1cccnc1 | 2 | 0 | -2 | 0 | -1 | -2 | -0.1 | -1.4 | -2
